CAL PDZ FP-1 = blocks peptide binding to human CAL PDZ domain. Q9HD26. purified CAL PDZ, TMR-peptide fluorescence polarization, 1 h. inhibition, % at 20 µM. 330,000 tested, 0.02% active. AID 504414;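 active means highest replicate inhibition of at least 40%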;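 further: plate controls were DMSO neutral control wells for no effect and unlabeled competitor peptide control wells for full effect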
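Material – purified CerCALP PDZ construct · Detection – FP readout, S and P plane fluorescence · Measure – percent inhibition from loss of millipolarization · Controls – unlabelled peptide for full inhibition, DMSO wells as neutral · Probe or stimulus – TMR-labelled reporter peptide T*-PRC34 bound in PDZ groove · Times – 1 h at RT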
Tat transport = E. coli Tat transport inhibition. E. coli MC4100 TorA-mCherry Tat export, fluorescence. inhibition, % at 10 µM. 340,000 tested, 0.036% active. AID 488895;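 active means mean replicate inhibition at least 50% and at least half of replicates individually reaching 50%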;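 further: exported cargo escapes ClpAP degradation while cytoplasmic cargo is degraded and loses fluorescence; 0% = median of neutral control wells and 100% = median of NaSCN control wells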
CAL PDZ FP-2 = blocks peptide binding to the human CAL PDZ domain; 300,000 tested, 0.92% active; inhibition, % at 24.9 µM; purified CAL PDZ, TMR-peptide fluorescence polarization, 1 h; AID 602252; Q9HD26;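 active means mean inhibition of at least 30% with at least half of replicates also reaching 30%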;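 further: 0% = DMSO neutral control and 100% = excess unlabeled competitor peptide PRC23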
MITF act = MITF TRPM1 promoter activation in melanoma cells. SK-MEL-5 TRPM1-promoter luciferase, 24 h; % of positive control, neutral wells = 0. activation, % at 12.5 µM. 300,000 tested, 0.75% active. AID 588334;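 active means mean activation of at least 80% with every replicate also reaching 80%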;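 further: 0% = neutral control wells and 100% = parthenolide positive control wells; values of inactives mirror those of a sister screen read the other way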
V-ATPase pHluor = alters yeast V-ATPase proton transport; S. cerevisiae, pHLuorin cytosolic pH fluorescence; response, % at 10 µM; 350,000 tested, 0.37% active; AID 504577; in the data active means response mostly above about 7.3%, no sharp cut-off; inactive means mostly below about 5.4%; further: actives read high; inactives centre near 0; some compounds called inactive have numbers as strong as hits
CDK5 inh = CDK5/p35 (human) kinase inhibition | Q00535+Q15078 | AID 488839 | 330,000 tested, 0.01% active | inhibition, % at 10 µM | Recombinant CDK5/p35, ADP-Glo luminescence, 60 min;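 active means highest replicate inhibition of at least 50% and at least 75% of replicates reaching 50%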;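 further: plate controls were DMSO neutral control for no effect and GW8510 at 10 µM for full effect; many of its hits are not listed in these tables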
Target sequence (Q00535 whole entry, looked up): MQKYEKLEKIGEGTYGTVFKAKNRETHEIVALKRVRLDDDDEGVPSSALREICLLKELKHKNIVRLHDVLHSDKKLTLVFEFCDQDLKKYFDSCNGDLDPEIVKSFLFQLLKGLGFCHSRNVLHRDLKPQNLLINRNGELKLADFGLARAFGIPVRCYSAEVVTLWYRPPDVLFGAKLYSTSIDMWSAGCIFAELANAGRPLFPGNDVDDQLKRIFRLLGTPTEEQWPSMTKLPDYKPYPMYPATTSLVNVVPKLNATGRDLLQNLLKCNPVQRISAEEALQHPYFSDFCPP
Target sequence (Q15078 whole entry, looked up): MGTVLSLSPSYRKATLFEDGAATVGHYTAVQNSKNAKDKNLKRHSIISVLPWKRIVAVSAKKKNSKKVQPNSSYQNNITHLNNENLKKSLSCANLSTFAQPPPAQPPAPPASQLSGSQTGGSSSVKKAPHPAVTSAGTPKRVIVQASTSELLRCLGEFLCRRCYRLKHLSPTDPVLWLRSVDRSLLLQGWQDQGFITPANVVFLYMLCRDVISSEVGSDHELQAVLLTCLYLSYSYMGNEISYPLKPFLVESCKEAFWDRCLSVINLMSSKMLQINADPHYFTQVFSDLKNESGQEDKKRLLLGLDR
Rtt109 Vps75 = inhibitors of Candida albicans Rtt109/Vps75 histone acetyltransferase; purified Rtt109/Vps75, ThioGlo CoA-SH fluorescence, 4 h; Q5AAJ8; 330,000 tested, 0.16% active; inhibition, % at 34.9 µM;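 active means inhibition of at least 50% in every replicate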
Wnt bcat act = Wnt/beta-catenin pathway activation | Wnt/beta-catenin reporter cell assay, activator, plate reader | activation, % at 9.35 µM | 300,000 tested, 1.2% active | AID 743398; in the data active means activation above about 30%, passing the limit was not always enough;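 further: 0% = neutral control wells and 100% = positive control wells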
dFosB activator = mouse delta FosB homodimer activation. AID 493131. P13346. purified delta FosB, TAMRA-CDK5 oligo fluorescence polarization; percent of positive-control signal above neutral wells. activation, % at 25 µM. 340,000 tested, 0.99% active;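 active means mean activation above about 17%, with every replicate also reaching it, limit read from the data, passing the limit was not always enough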;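 further: fluorescence polarization rise as delta FosB binds a TAMRA Cdk5 AP-1 oligo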
Target sequence (P13346 whole entry, looked up): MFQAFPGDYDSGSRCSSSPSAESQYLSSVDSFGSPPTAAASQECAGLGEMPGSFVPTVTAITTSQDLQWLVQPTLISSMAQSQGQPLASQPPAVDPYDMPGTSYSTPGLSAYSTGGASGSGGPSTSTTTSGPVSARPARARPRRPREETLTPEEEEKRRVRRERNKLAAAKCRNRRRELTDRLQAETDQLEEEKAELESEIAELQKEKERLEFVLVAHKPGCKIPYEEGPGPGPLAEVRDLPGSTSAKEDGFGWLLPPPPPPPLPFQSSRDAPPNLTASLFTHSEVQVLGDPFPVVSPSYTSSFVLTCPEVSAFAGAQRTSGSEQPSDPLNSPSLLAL
cardiac RTF act = cardiac RTF calcium sensitization | P19429+P45379 | IANBD-labeled TnC RTF fluorescence at EC20 calcium; 0% EC20 calcium, 100% full calcium | activation, % at 7.2 µM | 340,000 tested, 0.24% active | AID 493008;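 active means activation above the mean over all tested compounds plus 3 SD, cut at about 30% in these data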;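 further: rise in fluorescence read as greater calcium sensitivity of cardiac thin filaments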
* marks the source's active call; other numbers are inactive results; nt = not tested or not shown. Compounds were not picked by outcome; 4.1% or so of the library scored in one or more.

1	Cc1ccc(C(=O)OCc2cc3ccccc3[nH]c2=O)cc1
2	CCOC(=O)c1c(CN2CCOCC2)oc2ccc(OC(C)=O)cc12
3	Nc1c(C(=O)OCC(=O)Nc2cccc([N+](=O)[O-])c2)[nH]c(=O)[nH]c1=O
4	CCCCn1c(SCC(=O)Nc2nnc(CC)s2)nc2c1c(=O)n(C)c(=O)n2C
5	O=C(COc1ccc2c(c1)OCO2)Nc1nncs1
6	CCCCn1c(NCCO)nc2ccccc21
7	Cc1cc(C)c(C(=O)c2ccc(C(=O)N3CCCCC3)cc2)c(C)c1
8	CN1CCN(c2oc(-c3cccs3)nc2S(=O)(=O)c2ccccc2)CC1
screen / no.,1,2,3,4,5,6,7,8
CDK5 inh,0.5,-0.4,-0.9,1.2,2.0,-0.4,-1.1,-0.3
Wnt bcat act,nt,0,nt,nt,5,-1,-2,nt
MITF act,3,-6,-3,-17,6,4,-6,-1
dFosB activator,-9,-2,0,-4,-6,-5,-11,-5
CAL PDZ FP-1,-2.2,30,-0.2,-3.2,-2.3,0.9,-0.9,nt
CAL PDZ FP-2,-1,-5,nt,nt,5,nt,-2,-4
Tat transport,-2,-10,-7,3,5,-8,6,-1
Rtt109 Vps75,3,4,-14,-14,-10,8,-11,-1
V-ATPase pHluor,6,-1,-1,-2,-6,1,0,-1
cardiac RTF act,0,3,-8,5,-1,5,-3,-7

Continued, starting with the last three of the part before.
6	CCCCn1c(NCCO)nc2ccccc21
7	Cc1cc(C)c(C(=O)c2ccc(C(=O)N3CCCCC3)cc2)c(C)c1
8	CN1CCN(c2oc(-c3cccs3)nc2S(=O)(=O)c2ccccc2)CC1
9	COc1cccc(C(=O)OCC(=O)NCCC2=CCCCC2)c1
10	C=C(C)CC1N(c2cccc(OC)c2)C(=O)[C@@H]2C(C(=O)O)[C@H]3C=C[C@@]12O3 (stereo partly specified)
11	CN(C)/C=C1\Cc2ccccc2C1=O
12	CCOCCCN1CC(C(=O)NCCc2ccc(C)cc2)CC1=O (stereo unspecified)
13	CCOC(=O)c1sc(=NC(=O)/C=C/c2cccs2)n(C)c1C
14	CCOC(=O)CSC1=C(C#N)C(c2ccccc2OC)CC(=O)N1 (stereo unspecified)
15	CCOc1cccnc1Sc1ccccc1
16	Cc1ccc(NC(=O)c2ccc(NS(=O)(=O)/C=C/c3ccccc3)cc2)nc1
screen / no.,6,7,8,9,10,11,12,13,14,15,16
CDK5 inh,-0.4,-1.1,-0.3,1.4,-2.4,1.3,-0.8,0.3,-1.4,-0.3,-0.6
Wnt bcat act,-1,-2,nt,1,nt,3,nt,18,-4,0,1
MITF act,4,-6,-1,5,2,-15,7,46,-5,nt,-4
dFosB activator,-5,-11,-5,-14,0,5,-1,-4,5,-8,-5
CAL PDZ FP-1,0.9,-0.9,nt,-3.5,-1.5,-1.4,-0.7,-1.1,0.7,-0.3,-2.3
CAL PDZ FP-2,nt,-2,-4,nt,-1,nt,-4,-2,-1,-4,14
Tat transport,-8,6,-1,10,5,7,-4,-5,0,-1,2
Rtt109 Vps75,8,-11,-1,-5,-5,8,2,5,-6,-9,10
V-ATPase pHluor,1,0,-1,0,2,-1,1,-2,0,-3,-2
cardiac RTF act,5,-3,-7,1,-2,-9,0,1,-3,0,-5

17	O=c1nc2ccccc2c2n1CC(CN1CCN(C(c3ccccc3)c3ccccc3)CC1)N2 (stereo unspecified)
18	CC(Oc1ccc(F)cc1)C(=O)Nc1ccccc1C(=O)N1CCCCC1 (stereo unspecified)
19	Cc1ccc2c(c1)nnn2C1CCN(CC(=O)Nc2ccccc2N2CCOCC2)CC1
20	CCCC[n+]1ccn(-c2nc3ccccc3nc2[N-]S(=O)(=O)c2ccc(C)cc2)c1
21	C[N+](C)(C)CCCNC(=O)c1ccc(/C=N/O)nc1
22	COc1ccc(NC(=O)c2cccnc2SC)cc1S(=O)(=O)N1CCCCC1
23	CN(C)N1C(=O)/C(=C/c2ccco2)SC1=Nc1ccccc1
24	O=C(COC(=O)c1cccc(O)c1)Nc1ccc(OC(F)F)cc1
screen / no.,17,18,19,20,21,22,23,24
CDK5 inh,-0.2,-0.3,1.2,0.2,-0.2,1.3,-0.7,-0.1
Wnt bcat act,0,2,nt,-4,-2,-3,-1,-1
MITF act,5,-6,-11,-2,-4,3,-5,-5
dFosB activator,0,-3,-8,-11,2,-5,-1,-12
CAL PDZ FP-1,0.4,-1.2,-3.7,-1.0,-3.7,-1.6,0.0,-2.5
CAL PDZ FP-2,8,21,-2,-5,-2,-4,-1,-3
Tat transport,8,0,15,21,8,-10,-5,0
Rtt109 Vps75,nt,3,8,1,-17,1,-10,16
V-ATPase pHluor,1,4,3,0,-3,-6,2,2
cardiac RTF act,8,6,4,0,2,-1,4,2

25	C=CCc1ccc(OCC(O)CN2CCCCC2)c(OC)c1 (stereo unspecified)
26	COc1ccc(OC)c(NC(=O)c2cc(S(=O)(=O)N(C)C)ccc2N2CCCC2)c1
27	Cc1ccc(OCC(=O)N2CCN(S(=O)(=O)c3ccc4c(c3)OCCO4)CC2)c(C)c1
28	NNC(=O)c1ccc(O)cc1O
29	CC(C)(C)c1ccc(OCC(O)CN2CCOCC2)cc1 (stereo unspecified)
30	CCC(OC(=O)CN1C(=O)C(=O)c2ccccc21)C(=O)Nc1ccccc1OC (stereo unspecified)
31	CCOC(=O)c1cc(-c2ccccc2C)nn1Cc1cc(CC)no1
32	OCCN(Cc1ccccc1)Cc1ccccc1F
screen / no.,25,26,27,28,29,30,31,32
CDK5 inh,-0.7,1.5,0.2,nt,-2.0,0.2,-0.8,-0.9
Wnt bcat act,nt,-2,0,-1,8,-3,8,nt
MITF act,2,-3,10,9,nt,-4,58,-4
dFosB activator,4,-6,-14,8,-1,-6,-9,0
CAL PDZ FP-1,nt,-0.8,-1.0,-0.7,1.4,-0.9,-1.7,nt
CAL PDZ FP-2,-4,-1,4,0,-1,6,-2,2
Tat transport,-5,1,0,-3,-4,-4,-1,-12
Rtt109 Vps75,19,5,1,4,44,5,-5,-7
V-ATPase pHluor,4,0,-4,6,-2,0,4,1
cardiac RTF act,1,16,0,-6,4,-6,0,-6

33	CC(C)(CO)Nc1nc(Nc2ccccc2)nc(Nc2ccccc2)n1
34	COc1cccc(NS(=O)(=O)Cc2ccccc2)c1
35	CN1CCN(C(=O)c2cnn(-c3ccccc3)c2NC(=O)c2ccccc2)CC1
36	CCN(CC)c1ccc(NC(=S)NC(=O)C2CCC2)cc1
37	COc1cc(O)c(C(C)=O)c2c1C=CC(C)(C)O2
38	Cc1cccc2cc(C#N)c(SCC(=O)NCC3CCCO3)nc12 (stereo unspecified)
39	Cc1ccccc1C(=O)O/N=C(\N)Cc1cccs1
40	CCOc1ccc(NC(=O)COc2ccc(-n3cnnn3)cc2)cc1
screen / no.,33,34,35,36,37,38,39,40
CDK5 inh,-1.2,-0.9,-1.5,-1.9,-0.5,-1.4,0.3,1.1
Wnt bcat act,nt,5,-5,13,0,nt,17,-1
MITF act,12,13,12,13,0,0,94*,5
dFosB activator,2,-2,-4,-14,-3,-3,0,0
CAL PDZ FP-1,nt,-0.2,-2.9,1.3,0.1,nt,-0.8,-0.8
CAL PDZ FP-2,-2,-4,-1,-5,0,-2,-4,-5
Tat transport,-11,2,-1,-5,4,-8,-9,9
Rtt109 Vps75,-8,8,-13,9,-2,10,-3,2
V-ATPase pHluor,0,0,7,3,3,-3,-2,2
cardiac RTF act,-5,3,0,-2,8,0,-1,0

41	CCCCSCCCNC(=O)C1CCC(CNS(=O)(=O)c2ccccc2)CC1 (stereo unspecified)
42	CN(C)c1ccc(C(c2ccc(N(C)C)cc2)c2ccc([N+](=O)[O-])cc2)cc1
43	O=C(CC1(O)C(=O)N(Cc2ccccc2Cl)c2ccccc21)c1ccco1 (stereo unspecified)
44	CN(CC(=O)Nc1cccc(F)c1)C(=O)CN1c2cccc3cccc(c23)S1(=O)=O
45	CCN(CC)CC(=O)N1c2ccccc2Sc2ccccc21
46	CCCNC(=O)c1ccc2nc(-c3ccccc3)c(-c3ccccc3)nc2c1
47	CN1CCN(S(=O)(=O)c2cccc(C(=O)N(Cc3ccccc3)c3ccccc3)c2)CC1
48	C=CCN1C(=O)/C(=C/c2cccs2)S/C1=N\S(=O)(=O)c1ccc(F)cc1
screen / no.,41,42,43,44,45,46,47,48
CDK5 inh,0.8,1.7,0.6,0.2,1.6,2.6,0.9,0.9
Wnt bcat act,1,-2,-19,-4,-1,-4,2,0
MITF act,nt,nt,2,-3,4,5,23,-1
dFosB activator,-6,4,-3,-18,-1,-4,-3,5
CAL PDZ FP-1,-1.1,-0.1,-0.9,-2.0,0.5,-1.4,-1.2,-0.4
CAL PDZ FP-2,-5,-2,-3,4,1,-3,-3,-4
Tat transport,4,-15,-1,-6,4,-1,0,-8
Rtt109 Vps75,-2,5,1,2,2,-1,56*,0
V-ATPase pHluor,2,-2,-3,3,5,-1,-2,-64
cardiac RTF act,-3,5,-4,-4,-6,-1,0,-3

49	CCc1ccccc1N=Cc1c(C)c(C#N)c2[nH]c3ccccc3n2c1=O
50	Cc1cc(C(=O)N2CCN(C(c3ccccc3)c3ccccc3)CC2)on1
51	NC(=O)C1c2ccccc2Oc2ccccc21
52	Cc1ccc(C)c2c1cc(C)c1nnc(SCC(=O)N3CCCc4ccccc43)n12
53	O=C1C=C(NCc2ccco2)CCC1
screen / no.,49,50,51,52,53
CDK5 inh,1.5,-3.8,0.2,-1.0,-1.6
Wnt bcat act,-2,-3,2,nt,-3
MITF act,-14,nt,6,13,-9
dFosB activator,8,-5,-2,-8,-5
CAL PDZ FP-1,-3.3,1.5,nt,-1.4,-1.5
CAL PDZ FP-2,-2,nt,75*,0,-4
Tat transport,-2,9,-10,7,-4
Rtt109 Vps75,-1,11,-3,9,1
V-ATPase pHluor,-2,0,1,1,1
cardiac RTF act,3,9,1,8,-7
